Source: PubChem (Sanford-Burnham Center for Chemical Genomics)
UPR XBP1 act: activators of adaptive arm of unfolded protein response (XBP1); activation, % at 20 µM; 0.33% of 330,000 active; AID 463104; CHO-XBP1 luciferase reporter, IRE1-XBP1 UPR activation, luminescence; percent of tunicamycin response, DMSO as zero;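 active = versus positive control, 20 µM dose yields 30% or more activation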;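 also: 100% = tunicamycin at 10 µg/mL and 0% = DMSO only wells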
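Signal: luciferase luminescence; Assay system: CHO-XBP1 luciferase reporter cells; Amount: one thousand reporter cells per well; Dosing: 20 µM single concentration, DMSO 1%; Benchmarks: high control tunicamycin 10 µg/mL final, low control DMSO vehicle only; Schedule: 6 h compound exposure at 37 °C, 5% CO2; Evaluation: percent activation relative to tunicamycin reference.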
TIM10 inh: growth inhibitors of TIM10 yeast strain. inhibition, % at 10 µM. AID 463195. S. cerevisiae TIM10 strain growth, BacTiter-Glo luminescence, 24 h. 1.4% of 330,000 active;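 active = inhibition of 40% or more at the single tested concentration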;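 also: wild-type TIM10 isogenic control strain grown at permissive 25 °C; 0% = DMSO yeast wells and 100% = minimal medium wells without yeast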
NALP3 yeast inh: inhibitors of NALP3 inflammasome in yeast. Yeast reconstituted NLRP3/ASC/caspase-1, beta-gal luminescence, 24 h. inhibition, % at 10 µM. 0.39% of 330,000 active;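 active = inhibition of 50% or more; inactive = inhibition below 50%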;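 also: plate controls were induced DMSO wells for no effect and uninduced yeast grown without galactose for full effect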
tim10-1 inh: growth inhibitors of tim10-1 mutant yeast. 2.2% of 330,000 active. S. cerevisiae tim10-1 ts strain growth, BacTiter-Glo, 24 h. inhibition, % at 20 µM;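 active = inhibition of at least 40%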;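 also: mutant grown at 25 °C; 0% = DMSO wells with yeast and 100% = wells holding no yeast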
tim23-1 inh: tim23-1 yeast growth inhibition; S. cerevisiae tim23-1 growth, BacTiter-Glo luminescence, 24 h; inhibition, % at 20 µM; 1.3% of 330,000 active;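 active = growth inhibition of the mutant yeast at or above 50%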;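 also: temperature-sensitive mutant grown at 25 °C; plate controls were DMSO-treated mutant yeast for no effect and medium wells lacking yeast for full effect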
Mdm2-MdmX inh: human Mdm2/MdmX binding inhibition; inhibition, % at 8 µM; AID 485346; 3% of 330,000 active; O15151+Q00987; SaOS-2 split-luciferase Mdm2/MdmX complementation, luminescence;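 active = inhibition of at least 50% at 8 µM in the primary screen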
Target sequence (O15151 whole entry, looked up): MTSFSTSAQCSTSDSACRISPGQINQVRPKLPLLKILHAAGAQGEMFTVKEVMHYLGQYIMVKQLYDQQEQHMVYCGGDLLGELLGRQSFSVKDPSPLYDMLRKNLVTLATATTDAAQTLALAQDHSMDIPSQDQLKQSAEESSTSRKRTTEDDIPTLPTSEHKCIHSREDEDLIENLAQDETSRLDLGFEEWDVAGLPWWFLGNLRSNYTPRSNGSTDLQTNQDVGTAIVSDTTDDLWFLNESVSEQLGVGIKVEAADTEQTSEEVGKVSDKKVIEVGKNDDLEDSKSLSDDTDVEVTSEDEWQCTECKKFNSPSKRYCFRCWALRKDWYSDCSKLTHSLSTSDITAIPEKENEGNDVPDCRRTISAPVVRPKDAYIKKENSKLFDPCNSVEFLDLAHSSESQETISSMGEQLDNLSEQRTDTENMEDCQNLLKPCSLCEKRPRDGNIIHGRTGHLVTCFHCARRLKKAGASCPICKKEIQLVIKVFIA
Target sequence (Q00987 whole entry, looked up): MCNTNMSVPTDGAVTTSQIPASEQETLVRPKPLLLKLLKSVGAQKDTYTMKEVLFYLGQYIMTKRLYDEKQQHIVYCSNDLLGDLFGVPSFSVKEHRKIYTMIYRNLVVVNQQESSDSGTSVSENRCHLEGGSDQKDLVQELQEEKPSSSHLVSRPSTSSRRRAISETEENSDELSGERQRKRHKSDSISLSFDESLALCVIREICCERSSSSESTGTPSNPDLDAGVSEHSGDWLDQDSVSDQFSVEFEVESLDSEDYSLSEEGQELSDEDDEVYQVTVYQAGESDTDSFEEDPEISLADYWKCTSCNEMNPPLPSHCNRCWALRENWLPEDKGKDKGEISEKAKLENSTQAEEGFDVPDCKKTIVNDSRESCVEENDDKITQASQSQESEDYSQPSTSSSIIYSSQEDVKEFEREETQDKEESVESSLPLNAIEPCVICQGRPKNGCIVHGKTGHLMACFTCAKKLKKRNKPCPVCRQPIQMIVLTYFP
APJ agonist: APJ receptor agonism | AID 2520 | activation, % at 20 µM | 0.11% of 330,000 active | P35414 | CHO-K1 APJ PathHunter beta-arrestin, luminescence; 0% DMSO wells, 100% apelin;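 active = activation more than six SD over the plate average, tested at 20 µM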;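 also: 0% = DMSO alone and 100% = apelin-13 at 10 nM; some results filed as inactive read as strong as hits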
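Assay system: engineered CHO-K1 APJ arrestin reporter cells; Amount: 1000 CHO-K1 reporter cells seeded per well; Dosing: one dose, 20 µM compound, 1% DMSO; Times: compound stimulation 90 min at 25 °C, detection 60 min; Measured by: luminescent beta-gal fragment complementation, chemiluminescent substrate; Read-out: APJ–arrestin association signal; Controls: DMSO vs Apelin-13 10 nM.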
GRIN3A LBD mod: modulates the human NR3A ligand-binding domain. NR3A LBD differential scanning fluorimetry, Tm shift; 0% = protein alone, 100% = glycine-bound protein. Tm shift relative to glycine control, % at 25 µM. 2.5% of 340,000 active;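 active = melting temperature shift of at least 10% of the positive control shift, at one fixed dose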
UPR CHOP act: activators of apoptotic arm of unfolded protein response (CHOP); activation, % at 10 µM; CHO-CHOP luciferase reporter, UPR activation, luminescence; percent of tunicamycin response over DMSO baseline; 0.34% of 330,000 active;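 active = at 10 µM dose, activation of 40% or more, normalized to positive control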;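 also: 100% = tunicamycin at 10 µg/mL and 0% = DMSO alone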
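Evaluation: % reporter activation, DMSO baseline versus tunicamycin full activation; System: CHO-CHOP luciferase reporter cell line; Input: 500 cells/well; Incubation: 6 h compound treatment, 37 °C; Measured by: Steady-Glo luciferase luminescence; Dosing: one dose, 10 µM in 0.5% DMSO; Buffer or medium: F12 medium, 10% FBS; Benchmarks: positive tunicamycin 10 µg/mL, negative DMSO alone.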
* hit, by the source's call; / = no result given.

SMILES | UPR XBP1 act | TIM10 inh | NALP3 yeast inh | tim10-1 inh | tim23-1 inh | Mdm2-MdmX inh | APJ agonist | GRIN3A LBD mod | UPR CHOP act
Nc1n[nH]c(C2CCCCC2)n1 | -1 | -4 | 13 | -1 | 13 | 18 | -1 | 0 | -2.1
O=C(NCc1n[nH]c(=S)n1-c1ccc([N+](=O)[O-])cc1)c1ccc(S(=O)(=O)N2CCOCC2)cc1 | 1 | 4 | 20 | 11 | -2 | -26 | -3 | 0 | -2.8
O=c1oc2ccccc2cc1C1=Nn2c(nnc2-c2cccnc2)SC1 | -1 | 14 | 20 | 7 | -4 | 4 | -5 | 0 | -1.0
CC(=O)c1cccc(NC(=O)N2CCCC2C(=O)Nc2cc(C)ccc2C)c1 (centres undefined) | -1 | 1 | 7 | 21 | 14 | -16 | 1 | -1 | -0.9
COc1cccc(-c2n[nH]c(=S)n2Cc2ccco2)c1OC | 0 | 3 | 12 | 11 | 18 | -9 | 7 | -2 | 0.1
CN1CCN(C(=O)CSc2ccc(Cl)cc2)CC1 | 3 | -2 | 18 | 2 | 26 | -36 | 1 | -1 | 2.7
O=C(Nc1nc2ccccc2[nH]1)c1cc(F)cc(F)c1 | -2 | -7 | 35 | 2 | -2 | -60 | 1 | 0 | 7.5
O=C1CSc2ccc(C(=O)NCc3ccccn3)cc2N1 | 3 | -6 | 1 | -5 | -3 | 16 | -2 | 0 | 2.0
O=S(=O)(Nc1cccc(-n2cnnn2)c1)c1cc(Cl)ccc1Cl | -1 | -4 | 4 | 20 | 11 | 2 | 2 | -7 | -0.2
CCN(CC)S(=O)(=O)c1ccc(Oc2ccccc2)c(N)c1 | -2 | 13 | 13 | 12 | 13 | 2 | -2 | 1 | 0.8
CCCNC(=O)CNC(=S)N(Cc1ccccc1F)C1CCCCC1 | 0 | -17 | -14 | 13 | 16 | 8 | -1 | -2 | 1.3
O=C(c1ccco1)N1CCN(C(c2ccccc2)c2nnnn2Cc2cccs2)CC1 (centres undefined) | 0 | 16 | 25 | 26 | 20 | -26 | -2 | 1 | -3.0
O=C(CSc1nc2ccccc2c(=O)n1-c1ccccc1)N1CCCc2ccccc21 | 2 | 10 | -3 | 3 | 26 | 6 | -2 | -4 | 2.3
C=CCC[C@@H](Cc1ccc(F)cc1)C(=O)OC[C@@H](Cc1c[nH]c2ccccc12)NC(=O)[C@@H](CC=C)CC(=O)N(CCO)Cc1ccccc1 | -1 | 16 | 14 | 19 | 13 | 93* | -2 | 3 | 14
Cc1nnc(C)n1/N=C/C=C/c1ccccc1 | -1 | -3 | 12 | 5 | 18 | -1 | -2 | 1 | 0.3
Cc1csc(SCC(=O)Nc2nc(-c3ccccc3)cs2)n1 | 0 | 12 | 5 | 16 | 48 | -19 | -2 | -7 | 11
CN(C1=C(N2CCCCC2)C(=O)c2ccccc2C1=O)c1ccccc1 | -2 | 29 | 12 | 36 | 40 | -23 | 4 | -3 | -1.2
CC(C)=CCC/C(C)=C/CNC(=O)C[C@H]1C[C@H](C(=O)N2CCOCC2)[C@@]2(C)c3[nH]c4cc(CCC(=O)N(C)C)ccc4c3CCN2C1=O | 4 | 2 | / | 24 | 35 | 35 | / | -3 | 7.5
CCc1ccc(N(C(=O)c2ccco2)C(C(=O)NC2CCCC2)c2ccncc2)cc1 (centres undefined) | 1 | 1 | 13 | 9 | 12 | -11 | -4 | -1 | 2.7
CC(C)(CNC(=O)c1cc(-c2ccc(Cl)s2)nc2ccccc12)N1CCOCC1 | 1 | 10 | 27 | 19 | 28 | 33 | 3 | -1 | 1.4
COC(=O)CSc1nc(C2CC2)cc(C(F)(F)F)c1C#N | 0 | -4 | -2 | 25 | 29 | 13 | -6 | 18* | -0.7
COC(=O)N/N=C\c1ccc(OC/C=C/c2ccccc2)c(OC)c1 | -7 | 2 | 10 | 27 | 37 | 26 | 2 | -2 | -0.8
O=C(N1CCCCC1)N1CCN(S(=O)(=O)c2ccc(Cl)cc2)CC1 | -5 | 5 | -11 | 22 | 27 | 3 | 1 | -3 | 0.1
O=C(Nc1ncn[nH]1)c1c(Cl)ccc(Cl)c1Cl | 0 | -6 | 3 | 18 | 5 | 16 | 2 | -2 | -1.4
COCc1ccc([C@@H]2C[C@H]3CN(Cc4cccc(Cl)c4)C(=O)[C@]34CCCN24)o1 | -3 | -1 | -1 | 15 | 31 | 0 | -1 | -2 | -0.6
CCOC(=O)NC(CC(=O)O)c1ccc(OC)c(OC)c1 (centres undefined) | -3 | 3 | -1 | 6 | -1 | 1 | -3 | 2 | -3.2
Cc1ccc(-c2cnc(SCCNC(=O)c3ccco3)[nH]2)cc1 | 0 | -9 | 10 | 3 | -10 | 4 | -1 | 0 | -1.5
CC(=O)Nc1ccc(NC(=O)CCCCCn2nnc3ccccc3c2=O)cc1 | 0 | -4 | 0 | -8 | 2 | 7 | -2 | -2 | 2.2
O=C(CSc1nc2ccccc2s1)N/N=C/c1ccco1 | 3 | -4 | 6 | 0 | 5 | 8 | -2 | -12 | 3.4
O=Cc1cn(-c2ccccc2)nc1-c1ccncc1 | 1 | 47* | 2 | 23 | 56* | 31 | 0 | -1 | 1.1
COC(=O)c1c(C)cc(C)n2c1nc1ccccc12 | 0 | -7 | 19 | -3 | -2 | 16 | -5 | 0 | 0.1
CSc1nnc(CCCCCNC(=O)OC(C)(C)C)o1 | 1 | 8 | 19 | -2 | 8 | 2 | -1 | -3 | 0.0
O=C(c1ccccc1)c1ccc(C(=O)N2CCN(c3ccc(O)cc3)CC2)cc1 | -1 | 16 | 17 | 12 | 14 | 11 | 2 | 1 | 0.0
CCN(CC(=O)Nc1cc(Cl)ccc1C)C(=O)CCS(=O)(=O)c1ccc(C)cc1 | 0 | 9 | -7 | 7 | 14 | 33 | -3 | 1 | -0.1
CC(C)c1ccc(NC(=O)COC(=O)[C@H](CCC(N)=O)NC(=O)c2ccc(F)cc2)cc1 | -3 | -2 | -5 | 10 | 0 | 6 | -1 | -1 | -1.1
CCCCOc1ccc(/C(O)=C2/C(=O)C(=O)N(CCN(C)C)C2c2ccc(O)c(OC)c2)cc1 (centres undefined) | -2 | 7 | 23 | 9 | -2 | 20 | -4 | -1 | -1.1
Cc1cc(C)cc(N=C2SC(CC(=O)Nc3ccccc3)C(=O)N2CCN2CCOCC2)c1 (centres undefined) | -2 | 18 | 13 | 27 | 3 | 17 | -5 | -3 | 0.6
COc1ccc(NC(=O)c2sc3nc(C)cc(C)c3c2N)cc1 | -2 | 1 | 14 | 0 | 4 | -98 | 0 | 2 | 5.5
O=C1NC2(NN1c1ccccc1)C1CC3CC(C1)CC2C3 (centres undefined) | 3 | -2 | 8 | -2 | -6 | 14 | -3 | 1 | -2.4
Cc1ccc(C(=O)N2CCc3ccccc32)cc1[N+](=O)[O-] | -4 | 3 | 19 | 19 | 13 | 5 | -3 | 0 | 4.2
O=C(NCc1ccco1)/C(=C\c1cccs1)NC(=O)c1ccco1 | -1 | 6 | 23 | -3 | 5 | -9 | -2 | -81 | 0.0
C[C@H]1CN=C(N(C)C)N1CCc1cccc(F)c1 | 2 | 1 | 15 | -1 | -4 | 32 | -8 | 0 | 0.6
CN(C)S(=O)(=O)c1ccc(C(=O)Nc2nnc(-c3ccco3)o2)cc1 | 0 | 7 | -9 | 0 | -11 | 16 | -4 | -2 | -0.5
COc1cc(OC)cc(C(=O)N=c2sc3ccccc3n2C)c1 | 6 | 0 | -2 | 4 | 22 | -27 | 5 | 0 | 7.1
Cc1cccc(C)c1N(CC(=O)NC1CCCCC1)C(=O)c1csnn1 | -4 | 18 | 9 | 2 | 11 | -13 | -3 | -1 | -3.6
O=C(NC1CCCc2ccccc21)C1CCCN(S(=O)(=O)c2cnc[nH]2)C1 (centres undefined) | 0 | 7 | 17 | 5 | -8 | 14 | -2 | -4 | 1.8
O=C(NC1=NCCS1)c1ccc(Cl)c(S(=O)(=O)N2CCc3ccccc32)c1 | 0 | 32 | -28 | 27 | 8 | 10 | 0 | -5 | -1.6
COc1ccccc1N1CCN(C(=O)c2ccc(NC3=NC4CS(=O)(=O)CC4S3)cc2)CC1 (centres undefined) | -5 | -4 | 3 | 13 | 12 | -16 | -3 | 1 | -2.1
Cn1c(CN2CCOCC2)nnc1SCC(=O)NC1CCCCC1 | 0 | 3 | 9 | 16 | 21 | -11 | 1 | 6 | -2.2
COc1ccc(OC)c(CNc2ccc([N+](=O)[O-])cc2C)c1 | -2 | -29 | 24 | 20 | -23 | 22 | -1 | -36 | -1.2
Cc1ccc(-c2csc(NC(=O)C3=NN(C4CCS(=O)(=O)C4)C(=O)CC3)n2)cc1 (centres undefined) | -1 | -5 | 11 | -8 | -5 | 16 | 0 | 1 | 1.4
O=C(C1CCCN(S(=O)(=O)c2cnc[nH]2)C1)N1CCN(c2ccc(Cl)cc2)CC1 (centres undefined) | -3 | 5 | 5 | -30 | 6 | 13 | 4 | -1 | 0.0
C[C@H](NC(=O)c1nc[nH]c1C(=O)NCc1ccccc1)c1ccccc1 | -6 | 3 | -2 | -2 | 28 | 16 | -3 | -6 | -2.1
C[C@@]12C(=O)N(c3cccc(Br)c3)C(=O)N1[C@H](c1ccc(Cl)cc1)[C@@H]1C(=O)N(C3CCCCC3)C(=O)[C@@H]12 | 4 | 19 | 0 | 18 | 21 | 49 | 6 | 0 | 11
CCOC(=O)N1CCN(C(=O)C2CC(=O)N(c3ccccc3)C2)CC1 (centres undefined) | -5 | 6 | 11 | -7 | 5 | 3 | -7 | 3 | 0.1
Cn1c(=O)[nH]c(=O)c2c1nc(SCCN1CCCCC1)n2CCCc1ccccc1 | -3 | 14 | -14 | 14 | -4 | -3 | -6 | 2 | 1.0
COc1ccc(CCNC(=O)C(=O)NCC2OCCN2S(=O)(=O)c2ccc3c(c2)OCCO3)cc1 (centres undefined) | -1 | -1 | 6 | -1 | -6 | 9 | -3 | -5 | 5.2
CCc1ccccc1NS(=O)(=O)c1c(C(=O)N2CCCCCC2)c(C)n(C)c1C | 1 | 28 | 2 | 32 | 33 | -26 | 10 | 6 | 0.8

An excerpt from above, limited to tim23-1 inh, Mdm2-MdmX inh and NALP3 yeast inh:
SMILES | tim23-1 inh | Mdm2-MdmX inh | NALP3 yeast inh
O=c1oc2ccccc2cc1C1=Nn2c(nnc2-c2cccnc2)SC1 | -4 | 4 | 20
CC(=O)c1cccc(NC(=O)N2CCCC2C(=O)Nc2cc(C)ccc2C)c1 (centres undefined) | 14 | -16 | 7
COc1cccc(-c2n[nH]c(=S)n2Cc2ccco2)c1OC | 18 | -9 | 12
